ERG Ets-DNA blk = blocks human ERG Ets domain binding to DNA. Potency, µM (series often up to 76.9 µM), for inactives: at the top dose FP activity, negative = inhibition, usual class: inhibitors. fluorescence polarization, His-ERG Ets domain / labelled DNA. 370,000 tested, 0.028% active. P11308; active means well fitted inhibition curve with a large enough effect in the polarisation, with a control signal flat; inconclusive means small, poorly fitted or top-dose-only effect, or effect the other way, or a change in a side signal; inactive means no such curve, though single readings can be large or run the other way; the % refers to the polarisation;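 further: polarization taken with two DNA probes labelled with fluorescein and Texas red; potency means the concentration at half of the fitted maximal effect; % of control where 0% means no effect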
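His-tagged ERG Ets domain (1 uM in the protein solution; 300mM KCl, 50mM Tris-HCl, 1mM EDTA, 1mM DTT, pH 7.5) received compound, then a probe mix of 5 nM fluorescein-DNA and 100nM Texas-615-DNA. Fluorescence polarization was read for both dyes.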
Pin1 inhibitor = inhibitors of human Pin1; Potency, µM (series often up to 115 µM), without a hit: at the top dose activity, negative = inhibition, actives largely listed as inhibitors; 390,000 tested, 0.009% active; AID 504891; Q13526; Pin1 FP peptide displacement, HiFluor488, 10 min; active means well fitted inhibition curve with a large enough effect in the polarisation, with a control signal flat, not every such curve was filed as active; inconclusive means small, poorly fitted or top-dose-only effect, or effect the other way, or a change in a side signal; inactive means no such curve, though single readings can be large or run the other way; the % refers to the polarisation; further: potency means the concentration at half of the fitted maximal effect; on the % scale 0 is the no-effect control and ±100 the full control effect
G9a block = inhibitors of human histone lysine methyltransferase G9a; Q96KQ7; G9a H3K9 monomethylation, AlphaScreen, 2 h; 350,000 tested, 8.8% active; AID 504332; Potency, µM (titrated, usually from 102 µM), without a hit: at the highest dose activity, negative = inhibition, actives largely listed as inhibitors; further: potency means the concentration at half of the fitted maximal effect; on the % scale 0 is the no-effect control and ±100 the full control effect; nearly all actives have a fitted effect of over 75% in size
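Quantitative HTS format: methyltransferase activity on a biotin-tagged H3K9 peptide is measured by AlphaScreen, using a rabbit anti-monomethyl-H3K9 antibody with streptavidin donor and anti-IgG acceptor beads. Final levels are 20 nM enzyme, 500 nM peptide, 20 uM SAM; 2 h RT.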
PI4K2A block = PI4K2A (human) kinase inhibition. purified PI4K2A, ADP-Glo luminescence, 1 h; stronger effect = lower value. Q9BTU6. 420,000 tested, 0.13% active. activity change, negative = inhibition, % at 76.9 µM. AID 1346378; in the data active means activity change below about -50%; inconclusive means mostly about -30% to -49%;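 further: -100% = wells without enzyme as full effect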
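PI4K2A activity was measured by ADP-Glo luminescence: enzyme (4 ug/mL stock) and phosphatidylinositol (1.2 mM stock) in Tris pH 7.5/MgCl2/EGTA/Triton X-100 buffer were reacted with ATP (300 microM stock) for one hour at ambient temperature.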
BAZ2B block = BAZ2B (human) inhibition; Q9UIF8; AlphaScreen BAZ2B-H3K14Ac peptide displacement; Potency, µM (doses to about 114 µM), for the others: top-dose activity change, negative = inhibition, actives largely listed as inhibitors; 360,000 tested, 4.4% active; further: potency means the concentration at half of the fitted maximal effect; on the % scale 0 is the no-effect control and ±100 the full control effect; nearly all actives have a fitted effect of over 60% in size
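AlphaScreen displacement: compounds (up to 110uM) incubated 30 min at room temperature with a preformed 50 nM BAZ2B/50 nM biotinylated H3K14Ac peptide complex in PBS pH 7.4 with Tween-20. Donor and acceptor beads at 10 ug/mL final added, 20 min light-protected before reading.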
GLS inhibitor = blocks human kidney-isoform glutaminase activity | AID 624170 | 410,000 tested, 0.21% active | O94925 | GLS enzymatic activity, qHTS titration | Potency, µM (titrated, usually from 45.5 µM), inactives show at the top dose activity change, negative = inhibition, usual class: inhibitors; further: potency means the concentration at half of the fitted maximal effect; on the % scale 0 is the no-effect control and ±100 the full control effect
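Assay buffer: 45 mM KH2PO4 pH 8.2, 0.02% Tween-20. hKGA acts on L-glutamine (1 mM solution added); product glutamate is reported by an oxidase/peroxidase Amplex Red coupling, with fluorescence taken at baseline and 30 min.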
Tb PGK inh = blocks T. brucei phosphoglycerate kinase. P07378. PGK/GAPDH coupled, Kinase-Glo luminescence, 60 min. Potency, µM (series often up to 57.5 µM), inactives show at the highest dose activity change, negative = inhibition, usual class: inhibitors. 380,000 tested, 0.043% active; further: potency means the concentration at half of the fitted maximal effect; on the % scale 0 is the no-effect control and ±100 the full control effect; nearly all actives have a fitted effect of over 60% in size
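Recombinant glycosomal PGK reaction used 1,3-bisphosphoglycerate generated in-well by GAPDH (100nM final) in 100mM TEA pH 7.6, 5mM MgCl2, 0.01% Tween-20. After 60 minutes at room temperature, ATP was read by Kinase-Glo Plus luminescence end-point.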
HP1b chromo inh = HP1-beta chromodomain-methylated histone interaction inhibition | Potency, µM (highest dose often 114 µM), for the others: top-dose activity change, negative = inhibition, actives largely listed as inhibitors | 390,000 tested, 0.56% active | AlphaScreen HP1-beta / biotin-H3K9me3 peptide binding | AID 540317; further: potency means the concentration at half of the fitted maximal effect; nearly all actives have a fitted effect of over 70% in size; inactives centre near 23
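Compound inhibition of the preformed complex between 50 nM HP1-beta and 50 nM biotinylated H3K9me3 peptide was read by AlphaScreen. Buffer was PBS pH 7.4 with 0.01% Tween-20. Incubations ran 30 min at room temperature, with 10 ug/mL donor/acceptor beads.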
JMJD2A Tudor = JMJD2A Tudor domain (human) inhibition. AID 504339. O75164. Potency, µM (top dose mostly 114 µM), without a hit: at the top dose activity change, negative = inhibition, usual class: inhibitors. 390,000 tested, 4.4% active. AlphaScreen JMJD2A-Tudor / H3K4me3 peptide binding; further: potency means the concentration at half of the fitted maximal effect; on the % scale 0 is the no-effect control and ±100 the full control effect; nearly all actives have a fitted effect of over 50% in size
Target sequence (O75164 whole entry, looked up, the tested form may be a part): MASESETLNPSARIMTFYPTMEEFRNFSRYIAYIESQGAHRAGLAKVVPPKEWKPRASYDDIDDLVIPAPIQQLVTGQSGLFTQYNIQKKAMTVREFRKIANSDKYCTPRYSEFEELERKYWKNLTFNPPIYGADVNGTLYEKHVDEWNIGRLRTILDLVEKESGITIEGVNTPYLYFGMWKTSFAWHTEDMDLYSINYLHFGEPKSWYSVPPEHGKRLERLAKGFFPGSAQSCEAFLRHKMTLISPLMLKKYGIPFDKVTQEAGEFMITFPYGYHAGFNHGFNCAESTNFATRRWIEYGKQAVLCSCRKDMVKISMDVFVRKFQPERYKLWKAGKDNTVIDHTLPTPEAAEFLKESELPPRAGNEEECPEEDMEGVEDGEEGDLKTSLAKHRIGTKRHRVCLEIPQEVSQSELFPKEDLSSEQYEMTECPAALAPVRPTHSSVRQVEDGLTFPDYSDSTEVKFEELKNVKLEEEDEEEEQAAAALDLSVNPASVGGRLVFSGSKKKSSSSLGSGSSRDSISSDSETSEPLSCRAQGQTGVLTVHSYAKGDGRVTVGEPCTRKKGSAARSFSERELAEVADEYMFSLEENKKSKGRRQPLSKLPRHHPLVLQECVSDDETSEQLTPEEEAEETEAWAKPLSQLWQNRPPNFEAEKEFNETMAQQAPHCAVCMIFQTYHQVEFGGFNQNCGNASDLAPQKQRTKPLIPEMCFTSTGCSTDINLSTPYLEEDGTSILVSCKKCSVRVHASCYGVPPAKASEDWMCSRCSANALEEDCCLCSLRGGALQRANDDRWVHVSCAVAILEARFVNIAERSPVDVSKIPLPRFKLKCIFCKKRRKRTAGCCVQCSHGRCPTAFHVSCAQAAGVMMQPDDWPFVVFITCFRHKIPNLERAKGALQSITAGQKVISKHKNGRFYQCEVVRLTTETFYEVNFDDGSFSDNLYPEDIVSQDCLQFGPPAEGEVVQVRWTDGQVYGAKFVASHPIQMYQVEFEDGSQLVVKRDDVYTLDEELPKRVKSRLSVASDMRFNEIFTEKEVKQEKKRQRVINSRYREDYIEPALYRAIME
* = called active by the depositor; i = inactive; u = inconclusive; x = not tested or not shown; [ ] = remark or other dose. Unless noted, the call rests on the fitted dose curve; in most records, active means well fitted curve in the direction sought with a large enough effect; inconclusive means small, poorly fitted or top-dose-only effect, or another doubt; inactive means no such curve, though single readings can be large; an effect the other way counts as inactive or inconclusive.

item	ERG Ets-DNA blk	Pin1 inhibitor	G9a block	PI4K2A block	BAZ2B block	GLS inhibitor	Tb PGK inh	HP1b chromo inh	JMJD2A Tudor	molecule
1	-16%	1%	-6%[59 µM]	5	9%	-9%	-2%	26%	-12%	Cc1nn(CC(=O)Nc2ccc(C(=O)N(C)C)cc2)c(=O)c2ccccc12
2	2%	-2%	-7%	1	-13%	5%	-6%	-2%	1%	CNS(=O)(=O)c1ccc(NC(=O)c2cncc(Br)c2)cc1
3	3%	-5%	-1%[59 µM]	-3	3%	-13%	-4%	26%	-18%	COc1ccccc1C(=O)NC1(C(F)(F)F)C(=O)NC(C)=C1C#N (centres undefined)
4	4%	1%	x	-1	x	-11%	-5%	25%	-8%	CCOc1ccccc1Nc1nc(N)nc(Cl)c1CC
5	3%	31%[activator]	u	-4	5%	-1%	-5%	10%	-14%	Cc1cc(C)c(NC(=O)/C(=C/c2ccccc2)c2ccccc2)c(C)c1
6	5%	-11%	-11%	-1	-27%	-4%	i	-3%	-15%	O=C(NC(=S)NCc1ccco1)c1ccc(Br)cc1
7	1%	14%	53%[activator][12.7 µM]	-6	-4%	-4%	i	20%	-19%	O=C(OCc1ccc(C(=O)c2ccccc2)cc1)c1cccc(-c2nnc(-c3ccccc3)o2)c1
8	0%	-4%	12%[59 µM]	-1	10%	-5%	-6%	16%	-11%	COc1ccc(CN2CC(C(=O)NCCc3ccc(C)cc3)CC2=O)cc1 (centres undefined)
9	3%	-7%	20%	-2	5%	-15%	-7%	14%	-1%	CCOc1ccc(S(=O)(=O)N(CC(=O)NCc2cccnc2)c2ccc(C)cc2)cc1
10	12%	8%	9%[12.7 µM]	12	-4%	-6%	-10%	40%	13%	CCOc1ccccc1C(=O)NCc1ccc2c(c1)OCO2
11	1%	1%	11µM*	0	7%	-6%	i	31%	-13%	CC(=O)N1CCC(=NNS(=O)(=O)c2ccc(C)c([N+](=O)[O-])c2)CC1
12	-7%	-1%	7%	-14	-8%	0%	-3%	37%	-4%	O=C(Nc1nnc(-c2ccccc2)s1)c1ccc(F)cc1
13	-8%	-8%	-9%[59 µM]	1	5%	-12%	-3%	25%	-3%	CCc1c(C)nc2ncnn2c1Nc1ccc(C)c(C)c1
14	14%	-11%	-17%[59 µM]	5	-2%	15%	-2%	-11%	-36%[11.4 µM]	COc1ccc(CCNC(=O)CCN2C(=O)C3CC=CCC3C2=O)cc1OC (centres undefined)
15	9%	1%	10%	7	3%	3%	7%	66%[activator]	-11%	Cc1cccc(NC(=O)c2cc(-c3c(C)cc(C)cc3O)n[nH]2)c1
16	5%	18%	-4%[59 µM]	-3	-11%	4%	i	41%[activator]	3%	CCc1ccccc1NC(=O)CN1C(=O)COc2ccc(S(=O)(=O)N3CCCCCC3)cc21
17	-5%	-3%	15%[0.501 µM]	-4	9%	6%	-3%	47%[activator]	10%	O=S(=O)(NCc1ccc(Cl)cc1Cl)c1cccs1
18	1%	-9%	6%	1	3%	8%	-3%	-10%	-14%	Cc1cccc(N(CC(=O)NC2CCCCC2)C(=O)CCCC(=O)Nc2ccccn2)c1C
19	-2%	-1%	2%[59 µM]	-3	-14%	1%	-3%	13%	-17%	COc1ccc(NC(=O)CN2CCCN(Cc3ccccc3)S2(=O)=O)cc1
20	-4%	1%	14%[59 µM]	2	9%	-6%	-10%	27%	-1%	CN1CCN(S(=O)(=O)c2ccc(N(C)Cc3cccs3)nc2)CC1
21	1%	-5%	33%[59 µM]	-8	-23%	3%	-12%	22%	-21%	COc1cc(C=NCC2OCCc3ccccc32)cc(OC)c1 (centres undefined)
22	-3%	54%[activator]	-29%[59 µM]	-1	-13%	-3%	x	12%	-17%	CCc1ccc2oc(-c3ccc(C)c(NC(=O)/C=C/c4ccco4)c3)nc2c1
23	1%	-6%	31%	2	75%[activator]	-5%	-9%	143%[activator]	103%[activator]	OC(CNCc1ccc(Cl)cc1)(c1ccccc1)c1ccc(F)cc1 (centres undefined)
24	-2%	-7%	7%	2	5%	-1%	-3%	2%	-13%	CCC(C)NC(=O)c1nn(Cc2ccccc2)c(=O)c2ccccc12 (centres undefined)
25	0%	13%	37%[activator][59 µM]	0	3%	5%	3%	73%[activator]	41%[activator]	Cc1ccc(OCCn2cc(C(=O)C3CCCCC3)c3ccccc32)cc1

Following part.
item	ERG Ets-DNA blk	Pin1 inhibitor	G9a block	PI4K2A block	BAZ2B block	GLS inhibitor	Tb PGK inh	HP1b chromo inh	JMJD2A Tudor	molecule
26	-8%	27%	u	-1	0%	23%	-8%	-13%	-26%[11.4 µM]	O=C(N/N=C\c1ccc(CN(Cc2ccc(Cl)cc2)S(=O)(=O)c2ccccc2)o1)C(=O)Nc1ccc(F)cc1
27	u	u	5µM*	u	35µM*	u	-1%	40µM*	-29%[11.4 µM]	CC1=CC(C)(C)N2C(=O)C(=Nc3ccc(O)cc3)c3cccc1c32
28	-5%	7%	-19%[59 µM]	-2	-8%	16%	-6%	-4%	-35%	Cc1ccc(OCCn2c(C3CC(=O)N(Cc4ccccc4)C3)nc3ccccc32)cc1 (centres undefined)
29	10%	6%	3%	6	-5%[57.1 µM]	3%	-7%	30%	4%	O=C1CCC(C(=O)N2CCN(c3ccc(F)cc3)CC2)CN1CC1CCCCC1 (centres undefined)
30	0%	3%	35µM*	-3	10%	24%	12%	8%	-21%	CCN(CC)CCn1c2ccccc2c2cnc(N)c(C#N)c21
31	-5%	u	-8%[59 µM]	-2	-9%	-13%	x	14%	-10%	COc1cccc(CNC(=O)c2ccc3c(c2)N(Cc2ccc(C(F)(F)F)cc2)C(=O)c2ccccc2S3)c1OC
32	11%	u	x	-2	x	2%	2%	13%	-21%	COc1ccc(CN2CC(=O)N3[C@H]4c5cc(C)ccc5OC[C@@H]4[C@H](c4ccccc4)[C@]3(C)C2=O)cc1
33	-7%	6%	22%	2	-2%	-3%	2%	43%[activator]	28%	Fc1ccc(-n2nnc(-c3ccccc3Br)n2)cc1
34	2%	5%	2%	4	9%	-7%	-5%	56%[activator]	-12%	FC(F)(F)c1cccc(Cc2noc(CN(Cc3ccccn3)CC3CCCO3)n2)c1 (centres undefined)
35	1%	1%	u	1	0%	24%	2%	29%	-8%	CCOC(=O)Cn1nnnc1CN1CCN(c2ccc(OC)cc2)CC1
36	15%	-2%	-10%[59 µM]	-7	1%	-2%	-2%	4%	-18%	CCc1ccc(NC(=O)CSc2nncn2-c2cccnc2)cc1
37	3%	5%	-6%[2.33 µM]	-3	17%	-9%	-11%	35%	-26%	Cc1ccc(C)c(NC(=O)Cn2nc(-c3ccccc3)nc2-c2ccccc2)c1
38	21%	17%	u	-8	-23%	4%	1%	28%	-20%	CC1=C(n2nnc3ccccc32)C(c2ccccc2)C(C#N)=C(N)O1 (centres undefined)
39	-3%	-12%	x	u	x	-5%	-19%	u	32µM*	Cc1ccc(S(=O)(=O)/N=C2\C=C(NS(=O)(=O)c3ccccc3)C(=O)c3ccccc32)cc1
40	0%	-2%	1%	-4	-37%	-2%	-3%	14%[57 µM]	-9%	CC(C)c1ccc(NC(=O)CSc2nc3ncccc3[nH]2)cc1
41	-17%	9%	u	8	-27%	-4%	-5%	29%	u	C=CCN1C(=O)CN=C1Nc1cc(C)cc(C)c1
42	11%	-12%	x	-3	-1%	7%	-9%	24%	-19%	CC(NC1CCN(Cc2ccccc2)CC1)c1ccc(F)cc1 (centres undefined)
43	8%	-21%	-17%[59 µM]	-2	11%[0.457 µM]	3%	5%	-33%	u	CC1CCCC(C)N1/N=C/c1cccc([N+](=O)[O-])c1 (centres undefined)
44	-3%	-3%	21%[59 µM]	0	-13%	18%	10%	29%	-6%	CSCCNC(=O)c1cccc(Cl)c1
45	0%	17%	17%[12.7 µM]	-7	-38%	-1%	i	47%[activator]	-24%	CC(C)C[C@H](NC(=O)c1nc[nH]c1C(=O)N1CCc2ccccc2C1)C(=O)OC(C)(C)C
46	1%	-6%	x	0	x	1%	-8%	24%	-12%	Cc1ccc(C(=O)NCC(=O)OC2CCCCC2=O)cc1C (centres undefined)
47	-3%	0%	1%	0	1%	10%	-2%	-14%	-23%	COc1ccc(N(CC(=O)NCc2ccco2)C(=O)CCC(=O)Nc2nccs2)cc1
48	-13%	-3%	-35%	-1	-3%	7%	-4%	37%	7%	CN(C)CC(C)(C)CNS(=O)(=O)c1ccc(OC(F)(F)F)cc1

Shown as a hit in JMJD2A Tudor, of those listed so far:
item	ERG Ets-DNA blk	Pin1 inhibitor	G9a block	PI4K2A block	BAZ2B block	GLS inhibitor	Tb PGK inh	HP1b chromo inh	JMJD2A Tudor	molecule
39	-3%	-12%	x	u	x	-5%	-19%	u	32µM*	Cc1ccc(S(=O)(=O)/N=C2\C=C(NS(=O)(=O)c3ccccc3)C(=O)c3ccccc32)cc1

Screening data as filed in PubChem BioAssay.
